Shiga toxin inh: inhibitors of Shiga toxin in Vero cells; Vero cells, Shiga toxin protein synthesis inhibition reporter; inhibition, % at 38.7 µM; actives 9.2% (n = 290,000); AID 2315; in the data active means inhibition mostly above about 28%, no sharp cut-off; inactive means mostly below about 43%; further: 0% is about no effect
CHX counter: affects cycloheximide protein synthesis inhibition readout, counter-screen | max response, % | AID 2314 | actives 12% (n = 300,000) | cell reporter, cycloheximide protein synthesis inhibition counterscreen; in the data active means max response mostly above about 13%, no sharp cut-off; inactive means mostly below about 14%; further: read at 38.3 µM for the half of the compounds with a filed dose; 0% is about no effect
AmpC no deterg: blocks E. coli AmpC beta-lactamase in detergent-free assay. Potency, µM (highest dose often 57.1 µM), for the others: at the top dose activity change, negative = inhibition, actives largely listed as inhibitors. P00811. AmpC nitrocefin hydrolysis, absorbance 480 nm, 0.0001% Triton. actives 0.52% (n = 330,000). AID 485341;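 further: potency means the concentration at half of the fitted maximal effect; plate controls were no compound for no effect and no enzyme for full effect; nearly all actives have a fitted effect of over 20% in size; some results filed as inactive show a strong effect at the top dose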
Target sequence (P00811 whole entry, looked up): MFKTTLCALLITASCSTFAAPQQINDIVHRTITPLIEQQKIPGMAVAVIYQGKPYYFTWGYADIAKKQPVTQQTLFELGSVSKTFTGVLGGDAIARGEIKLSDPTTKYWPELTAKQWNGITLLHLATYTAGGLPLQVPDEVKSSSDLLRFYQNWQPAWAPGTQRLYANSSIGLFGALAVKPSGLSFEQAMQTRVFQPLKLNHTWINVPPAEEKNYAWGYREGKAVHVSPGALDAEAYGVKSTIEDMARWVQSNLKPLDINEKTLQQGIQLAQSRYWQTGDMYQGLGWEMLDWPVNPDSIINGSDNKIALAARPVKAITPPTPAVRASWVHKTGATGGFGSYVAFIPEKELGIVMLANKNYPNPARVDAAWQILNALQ
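20 mM phosphate pH 7.0 + 0.01% (detergent screen) or 0.0001% Triton X-100; 5.3 nM AmpC reagent; cpd preinc 15 min RT; nitrocefin (800 uM stock) to start; A480 q20 s × 4 min; Activity was normalised to no-enzyme and no-compound control wells.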
LmPK inh: blocks Leishmania mexicana pyruvate kinase activity. purified LmPK, Kinase-Glo ATP luminescence, 1 h. Potency, µM (highest dose often 57.5 µM), for the others: at the top dose activity change, negative = inhibition, usual class: inhibitors. actives 0.37% (n = 290,000). AID 1721; further: potency means the concentration at half of the fitted maximal effect; on the % scale 0 is the no-effect control and ±100 the full control effect
Target sequence (Q27686 whole entry, looked up): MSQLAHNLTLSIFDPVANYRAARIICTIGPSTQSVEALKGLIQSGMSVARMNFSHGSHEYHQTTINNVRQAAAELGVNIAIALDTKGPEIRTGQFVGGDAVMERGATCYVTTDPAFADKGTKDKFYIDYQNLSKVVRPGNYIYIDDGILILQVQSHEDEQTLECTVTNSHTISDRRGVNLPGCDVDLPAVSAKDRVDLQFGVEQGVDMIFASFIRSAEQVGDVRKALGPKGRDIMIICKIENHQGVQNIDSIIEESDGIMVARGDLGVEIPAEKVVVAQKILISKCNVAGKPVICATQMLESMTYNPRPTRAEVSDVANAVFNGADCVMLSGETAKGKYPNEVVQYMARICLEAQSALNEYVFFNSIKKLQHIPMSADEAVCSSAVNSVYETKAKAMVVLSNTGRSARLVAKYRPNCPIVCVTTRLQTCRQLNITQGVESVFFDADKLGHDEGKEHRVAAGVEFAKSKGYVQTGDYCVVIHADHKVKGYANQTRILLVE
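Kinase-Glo luminescence read after 1 h RT reaction of 0.1 nM LmPK with 0.5 mM PEP and 0.1 mM ADP. Activity scaled between uninhibited and enzyme-free controls.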
TbPYK inhibitor: T. brucei pyruvate kinase inhibition | Potency, µM (highest dose often 76.8 µM), for inactives: at the top dose activity, negative = inhibition, hits mostly inhibitors | Q57TT1 | TbPYK enzyme, Kinase-Glo Plus ATP luminescence, 45 min | actives 0.12% (n = 410,000); further: potency means the concentration at half of the fitted maximal effect; on the % scale 0 is the no-effect control and ±100 the full control effect; nearly all actives have a fitted effect of over 50% in size
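Quantitative HTS: titrated library compounds versus trypanosomal pyruvate kinase in TEA buffer (pH 7.2) containing KCl, MgCl2, BSA and Tween-20. Reactions were initiated with ADP, 130 uM final. Kinase-Glo Plus luminescence was read after 45 min at RT.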
Pf growth 48h: P. falciparum growth inhibition at 48 hours (one generation) | P. falciparum luciferase growth in erythrocytes, 48 h | Potency, µM (top dose mostly 28.7 µM), for the others: at the top dose activity change, negative = inhibition, usual class: inhibitors | actives 5.9% (n = 310,000) | AID 504832; further: potency means the concentration at half of the fitted maximal effect; on the % scale 0 is the no-effect control and ±100 the full control effect
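In quantitative HTS format, infected erythrocytes bearing luciferase-reporter parasites were treated for a single generation at 37 C. Luminescence after adding detection reagent served as the growth measure.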
Pf growth 96h: inhibits malaria parasite growth, 96 h; Potency, µM (doses to about 28.7 µM), for inactives: at the highest dose activity change, negative = inhibition, usual class: inhibitors; P. falciparum luciferase reporter growth, 96 h; actives 6.9% (n = 320,000); further: potency means the concentration at half of the fitted maximal effect; on the % scale 0 is the no-effect control and ±100 the full control effect
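Erythrocytes infected with luciferase-expressing P. falciparum were dispensed at 2% hematocrit and 0.05% parasitemia (final), then incubated with compounds 96 hours at 37 C in 5% CO2. Luminescence after detection reagent addition reported growth.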
* marks the source's active call; other numbers are inactive results; ? = inconclusive; nt = no result given; & = joins results of further samples; [ ] = another dose, or the depositor's remark. Unless noted, the call rests on the fitted dose curve; in most records, active means well fitted curve in the direction sought with a large enough effect; inconclusive means small, poorly fitted or top-dose-only effect, or another doubt; inactive means no such curve, though single readings can be large; an effect the other way counts as inactive or inconclusive.

SMILES	Shiga toxin inh	CHX counter	AmpC no deterg	LmPK inh	TbPYK inhibitor	Pf growth 48h	Pf growth 96h
CC(=O)c1cccc(NC(=O)COc2ccccc2C(=O)c2cc(C#N)c(=O)n(C3CCCCC3)c2)c1	-7	-1	-29%	1%	-3%	?	?
CCc1ccc(N2C(=O)Nc3ccccc3C2(O)C(=O)N2CCN(c3ccccn3)CC2)cc1 (stereo not drawn)	16	11	-17%	2%	-6%	-8%	-1%
COc1ccccc1C(CNC(=O)C1CC(=O)N(Cc2ccccc2)C1)N1CCCC1 (stereo not drawn)	nt	nt	14%	nt	7%	?	?
CCOC(=O)c1nnn(-c2nonc2N)c1CN(C)Cc1ccccc1	-14	-4	1%	-4%	-8%	5%	nt
O=C(CO)N/N=C/c1ccc(Cl)cc1	-14	0	-6%	-3%	-14%	1%	8%
O=C(Nc1ccc(N2CCOCC2)c(Cl)c1)c1ccc(Br)o1	110*	79*	2%	-8%	-6%	?	19%
O=C(Nc1ccc(Oc2ccccc2)cc1)C1CC1	71*	21	-21%	0%	-3%	-23%	-41%[1.15 µM]
COc1ccc(-n2c(N)c(C(=O)NCc3ccco3)c3nc4ccccc4nc32)c(OC)c1	-3	-2	167%[activator]	5%	-10%	?	?
CCCCc1nc2ccccc2c(=O)n1-c1ccc(O)cc1	-9	2	-16%	5%	3%	?	nt
CC(CNCC1CCCO1)COc1cccc2ccccc12 (stereo not drawn)	-14	2	8%	-3%	7%	?	?
C=C(C)COc1ccc(-c2nc(N)nc(C)c2-c2ccc(OC)cc2)c(O)c1	-1	0	-4%	2%	-6%	?	?
Cc1cccc(S(=O)(=O)c2c(C)cc(C)nc2Cl)c1	-12	11	-12%	10%	-5%	-13%	-12%
CSCCC(NC(=O)c1ccco1)C(=O)NCC1CCCO1 (stereo not drawn)	nt	nt	-10%	nt	1%	?	-16%
COc1ccc2nc(C)cc(SCC(NC(C)=O)C(=O)OC(C)C)c2c1 (stereo not drawn)	6	9	45%	-4%	-2%	?	?
COc1ccc(CCN2C(=O)NC(NC(C)=O)(C(F)(F)F)C2=O)cc1OC (stereo not drawn)	-12	-4	-8%	-3%	-17%	2%	3%
COc1ccc(C2NC(=O)C(C#N)=C(S)N2c2cccc(C)c2)cc1OC (stereo not drawn)	-7	-1	-34%	1%	-4%	-40%[1.15 µM]	?
Cc1c(C(=O)NNC(=S)NCc2ccc(Cl)cc2)oc2ccccc12	4	6	-49%	-1%	0%	-1%	-14%
CC(=O)c1ccc(S(=O)(=O)NCCCC(=O)NCCc2ccccn2)cc1	10	-2	78%[activator]	3%	-3%	0%	?
CCCc1nc2sc3ccccc3c(=O)c2c(=O)n1Cc1ccco1	-7	9	-47%	3%	-3%	-10%	-8%
CCNC(=S)NNC(=O)c1csc(C)c1	5	6	-13%	-1%	-4%	5%	-9%
COc1ccccc1N1CCN(CC(O)COc2c(OC)cccc2OC)CC1 (stereo not drawn)	17	5	2%	1%	-7%	-4%	0%
Oc1c(C=C2N=c3ccccc3=N2)sc(=S)n1C1CCCC1	25	19*	-26%	3%	-2%	17%	?
CC(C)CNC(=S)NC(=O)c1ccc(F)cc1	118*	62*	-13%	-7%	-8%	81%[activator]	15%
CC(C)Cn1c(CCC(=O)O)ccc1-c1cccs1	15	-1	-13%	-2%	-2%	18%	28%
COc1ccc(NC(=O)CSc2nnc(Cc3cccn3C)n2CCc2ccccc2)cc1OC	-18	-3	110%[activator]	0%	-5%	?	43%[activator]
COc1ccccc1CNC(=O)CSc1ccc(C)cc1	14	15	-43%	3%	-2%	-1%	19%
COc1ccc(N(C)S(=O)(=O)c2ccc3c(c2)oc(=O)n3C)cc1	-3	1	-24%	5%	-5%	-10%	7.4µM*
COC(=O)C1CCN(S(=O)(=O)c2ccc(OC)cc2)CC1	-2	-3	6%	-1%	-14%	nt	-2%
CCCC1=C(C(=O)OCC)C(c2ccccc2OCC)NC(=O)N1C (stereo not drawn)	-9	-4	26%	-4%	-2%	-18%	nt
CCOC(=O)C1CCN(C(c2cc3ccc(C)cc3[nH]c2=O)c2nnnn2C2CCCCC2)CC1 (stereo not drawn)	-1	-1	-5%	0%	2%	1µM*	nt
O=C(Oc1ccccc1C(=O)Oc1ccccc1)c1ccco1	42	10	-9%	16%	0%	nt	-3%
O=C1CC(N2CCC(n3c(=O)[nH]c4ccccc43)CC2)C(=O)N1Cc1ccccc1 (stereo not drawn)	-9	0	43%	1%	-7%	?	nt
O=C(Nc1ccc(S(=O)(=O)N2CCCCC2)cc1)C1CCCCC1	21	-3	-22%	1%	-7%	?	?
CC(C)(C)OC(=O)N1CCN(C(=O)c2cccnc2Cl)CC1	-7	-3	-9%	0%	0%	6%	0%
O=C(Cc1ccc(Cl)cc1)Nc1ccc(C(=O)N2CCOCC2)cc1	-1	2	28%	1%	-7%	26%	-16%
CC(=O)c1ccc(S(=O)(=O)N(C)CC(=O)Nc2ccc(C)cc2)cc1	nt	nt	-15%	nt	-12%	?	?
COc1ccc(CNc2nc3c(c(=O)[nH]c(=O)n3C)n2Cc2ccccc2)cc1	-4	1	-3%	4%	-1%	22%	12%
O=Cc1cn(CC(=O)Nc2ccccc2)c2ccccc12	nt	-2	-22%	18%	-21%	7%	?
Cc1ccc(C)c(-n2cc[nH]c2=S)c1	20	-1	-9%	?	?	6%	-15%
O=C(N/N=C/c1ccc(O)c2ccccc12)c1cccnc1	24	15	-30%	2%	0%	-4%	52%[activator]
O=C(NCc1ccc(F)cc1)C1CCC(CNc2c(N3CCCCC3)c(=O)c2=O)CC1 (stereo not drawn)	-12	0	2%	0%	3%	?	?
CC(=O)Nc1nc(N)n(-c2ccccc2)n1	10	-2	nt	0%	1%	20%	14%
O=C(NCCC1=CCCCC1)C1CCN(C(=O)Cc2ccccc2)CC1	-16	-2	30%	-1%	0%	7%	11%
COc1ccccc1-c1cc(C(=O)Nc2c(C)n(C)n(-c3ccccc3)c2=O)no1	-2	-2	-2%	0%	-5%	-2%	nt
O=C(NNC1=C(C(=O)C(F)(F)F)CCC1)c1ccccc1O	37*	32	-33%	3%	0%	nt	-6%
O=C(CSc1ncnc2c1nnn2Cc1ccc(F)cc1)NC1CCCCC1	1	-1	-3%	6%	2%	7%	?
CCCc1cc(C(=O)Nc2cccc(Cl)c2)no1	82*	23*	-13%	22µM*	-10%	93%[activator]	21%
Cc1nc(Oc2ccccc2)c2ccccc2n1	-4	-3	-2%	-1%	4%	-12%	-24%

Six compounds from above, arranged by SMILES length, low to high:
SMILES	Shiga toxin inh	CHX counter	AmpC no deterg	LmPK inh	TbPYK inhibitor	Pf growth 48h	Pf growth 96h
Cc1nc(Oc2ccccc2)c2ccccc2n1	-4	-3	-2%	-1%	4%	-12%	-24%
CCCc1cc(C(=O)Nc2cccc(Cl)c2)no1	82*	23*	-13%	22µM*	-10%	93%[activator]	21%
O=C(N/N=C/c1ccc(O)c2ccccc12)c1cccnc1	24	15	-30%	2%	0%	-4%	52%[activator]
O=C(NNC1=C(C(=O)C(F)(F)F)CCC1)c1ccccc1O	37*	32	-33%	3%	0%	nt	-6%
COc1ccc(CNc2nc3c(c(=O)[nH]c(=O)n3C)n2Cc2ccccc2)cc1	-4	1	-3%	4%	-1%	22%	12%
COc1ccccc1-c1cc(C(=O)Nc2c(C)n(C)n(-c3ccccc3)c2=O)no1	-2	-2	-2%	0%	-5%	-2%	nt

The listing continues.
SMILES	Shiga toxin inh	CHX counter	AmpC no deterg	LmPK inh	TbPYK inhibitor	Pf growth 48h	Pf growth 96h
Cc1ccc(Cn2ncc3c(N4CCN(C5CCCC5)CC4)ncnc32)cc1	-8	12	-3%	5%	-3%	?	216%[activator]
COCCNC(=O)Cn1cc(C=C2C(=O)NC(=O)NC2=O)c2ccccc21	4	-4	-8%	4%	-2%	nt	-6%
O=C(CSc1ccc2ccccc2c1)NCCCN1CCCC1=O	-13	-1	6%	-2%	-10%	-7%	2%
CCNC(=O)c1c(NC(=O)C2COc3ccccc3O2)sc2c1CCCC2 (stereo not drawn)	35	-3	-10%	16%	0%	?	0%
COc1ccc(Cl)cc1NS(=O)(=O)c1cccc(C(=O)NCCCN2CCCC2=O)c1	-12	-2	107%[activator]	-3%	0%	-9%	-14%
NCCCC(=O)OC1N=C(c2ccccc2Cl)c2cc(Br)ccc2NC1=O (stereo not drawn)	-18	0	21%	1%	-9%	4%	?
CC(=O)NCC(=O)N1CCCC(C(=O)c2ccc(-c3ccccc3)c(F)c2)C1 (stereo not drawn)	4	3	173%[activator]	5%	-2%	23%	?
O=C(NCc1ccc(Cl)cc1)c1ccc(Cl)cc1[N+](=O)[O-]	16	-3	-11%	-1%	3%	25%	88%[activator]
Cc1ccc(NC(=O)C2COc3ccccc3O2)cc1S(=O)(=O)N1CCOCC1 (stereo not drawn)	nt	nt	-19%	nt	3%	?	?
Cc1ccc2c(COC(=O)c3ccc(NC(=O)CC#N)cc3)cc(=O)oc2c1C	-6	11	81%	0%	5%	8%	65%[activator]
CCN(CC)CC(=O)Nc1c(C)cccc1C	13&-3	-2&-2	-10%&-19%&-22%	4%&0%	-2%&4%&6%&-7%	?	-19%&-2%&20%&22%
COc1ccc(C2NC(=O)NC(O)(C(F)(F)F)C2C(=O)c2ccc(F)cc2)cc1 (stereo not drawn)	-2	-2	0%	-1%	-9%	-10%	nt
C=C(C)CN(Cc1ccccc1)C(=S)Nc1ccccc1	5	-2	-23%	-4%	-2%	-30%	42%[activator]
COc1cc(CNCc2ccccn2)ccc1OCc1ccc(Cl)c(Cl)c1	64*	20*	74%[activator]	1%	1%	17%[5.75 µM]	-21%
CS(=O)(=O)N1CCN(C(=O)c2c(F)cccc2F)CC1	-10	-2	-6%	-4%	27%	-4%	0%
O=C(NC1CCCC1)c1noc2c1CCCCC2	152*	37*	-11%	-11%	7%	93%[activator]	58%[activator]
COc1ccc(S(=O)(=O)N2CCOCC2)cc1NC(=O)COC(=O)C1CC2CCCC(C1)C2=O (stereo not drawn)	-7	-1	27%	2%	-4%	-12%	0%
COC(=O)Nc1nc2ccc(-c3n[nH]c(=O)c4ccccc34)cc2[nH]1	-1	1	-3%	1%	-3%	25%	66%[activator]
O=C(N=C1SC2CS(=O)(=O)CC2N1Cc1ccc(Cl)cc1)C1CCCO1 (stereo not drawn)	-11	-1	-9%	1%	-3%	-2%	18%
CC(Sc1nnc(NC2CCCCC2)s1)C(=O)N1CCOCC1 (stereo not drawn)	nt	nt	?	nt	-13%	0%	?
COC(=O)C1=C(C)NC(C)=C(C(=O)OCC2CCCO2)C1c1ccc(Cl)c([N+](=O)[O-])c1 (stereo not drawn)	-9	5	72%[activator]	2%	nt	?	?
COCCOC(=O)C1=C(C)N(Cc2ccccc2)C(=O)NC1c1ccc(OC)cc1 (stereo not drawn)	-8	-5	-6%	6%	-1%	nt	?
Cc1ccc2c(Cl)cc(Cl)c(OCc3c(C)noc3C)c2n1	-2	-2	-16%	-13%	1%	4%	2%
